# Bioassay records from PubChem.
# Insulin prom inh = TRM-6 insulin promoter activity inhibition. TRM-6 cells (human fetal islet line), insulin promoter-eGFP reporter, imaging; reporter expression induced with tamoxifen. inhibition, % at 2 µM. actives 0.9% (n = 130,000). AID 1273;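 active = inhibition above the mean plus 3 SD, with well images judged a real hit on visual review, cut at about 60% in these data, passing the limit was not always enough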
# sdo1 growth = sdo1-depleted yeast growth rescue. actives 0.21% (n = 140,000). S. cerevisiae sdo1-depleted JHY4D growth rescue, OD600 30 h; hits give high values; pdr5 snq2 efflux-pump mutant strain. z-score at 10 µM;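 active = z-score above 3 at both the 24 hr and the 30 hr optical density reads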;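 also: z-score against mean and SD of all compound wells on the same plate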
# sdo1 growth Rescue 24 h = second read-out of sdo1 growth, no call of its own (marks repeat the call); z-score; S. cerevisiae sdo1-depleted JHY4D growth rescue, OD600; measured here: growth rescue at 24 h;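 0 is the plate mean of compound wells and units are plate SD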
# An asterisk follows results filed as active; i = inactive; . = not tested or not shown; [ ] = another dose, or the depositor's remark. Random draw from the library (roughly 0.99% active in at least one column).
structure,Insulin prom inh,sdo1 growth,sdo1 growth Rescue 24 h
CCN(CC)S(=O)(=O)c1ccc(O)c(NC(=O)c2ccc(N3CCOCC3)c([N+](=O)[O-])c2)c1,5.9,0.72,1.89
N/C(=N\OC(=O)Cc1ccccc1[N+](=O)[O-])c1ccccn1,7.7,.,.
CCOC(=O)c1c(NC(=O)C2C3C=CC(CC3)C2C(=O)O)sc(C)c1C (stereo unspecified),14.3,-0.06,-0.07
Cn1c(CC(=O)Nc2ccccc2)c(Sc2ccccc2)c2ccccc21,-33.3,-0.74,-0.07
Cc1cccc(/C=C2\CCC(=C3SCCCS3)C2=O)c1,.,-0.68,-0.49
Cc1ccc(C(=O)NNC(=O)CSc2nnc(-c3ccncc3)n2C)cc1,-20.0,-0.23,-1.22
O=C1NC(=O)c2c(NC(=O)C3CCCO3)cccc21 (stereo unspecified),-60.0,-0.57,-1
Cc1cc(C)c2nc(-c3ccccn3)cc(C(=O)Nc3cc(C)on3)c2c1,4.8,-1.8,0.38
CCCCNC(=S)NNC(=O)CCn1nc(C)c(Br)c1C,.,0.42,0.8
O=C(Nc1ccc(Cl)cn1)C1CCCN1S(=O)(=O)c1ccc(Cl)cc1 (stereo unspecified),.,-0.34,-0.19
O=C(CCN1C(=O)c2cccc3cccc(c23)C1=O)N1CCN(c2ccccc2F)CC1,20.0,.,.
COC(=O)C1=C(C)OC(N)=C(C#N)C1c1c(C)nn(-c2ccccc2)c1Cl (stereo unspecified),33.3,-0.55,-0.29
Oc1ccc(CN2CCN(c3ccccc3)CC2)c2cccnc12,61.1,-0.05,-0.04
CC1C/C(=N\Nc2ccc(S(N)(=O)=O)cc2[N+](=O)[O-])CC(C)(C)C1 (stereo unspecified),0.0,-0.97,-0.33
N#Cc1c(-c2cccs2)nc(SCC(=O)c2cccs2)[nH]c1=O,.,0.16,-0.21
CCN(CC)S(=O)(=O)c1cc(NC(=O)COc2ccc(C#N)cc2OC)ccc1C,20.6,-0.7,-1.21
O=C1[C@H]2[C@H]3[C@H](O)[C@H](O)C/C(=N\OC[C@@H](O)COCc4ccco4)[C@@H]3CC[C@H]2C(=O)N1c1ccc(F)cc1F,4.8,0.76,1.34
Cc1ccc(C(=O)N/C(=C\c2ccc(F)cc2)C(=O)NCc2ccncc2)cc1,13.3,0.63,0.59
O=C(Nc1ccc(Cl)cn1)C1CCCN1S(=O)(=O)c1ccccc1 (stereo unspecified),-9.7,0.28,0.29
CCOC(=O)CSc1cc(CSc2ccccc2)nc(-c2ccccc2)n1,21.9,0.52,0.1
CCCCNS(=O)(=O)c1ccc(NC(=O)C(Sc2ccccc2)c2ccccc2)cc1 (stereo unspecified),-11.1,-0.18,-0.12
COc1cc2c(cc1OC)CN(CC(=O)Nc1ccccc1SC)CC2,-41.7,.,.
CCOC(=O)C(C)Oc1ccc(C2NC(=O)NC(C)=C2C(=O)Nc2ccccc2C)cc1 (stereo unspecified),-8.3,0.61,0.22
Cn1c(=O)n(Cc2ccc(Cl)cc2)c(=O)c2c1nc1n2CCN1Cc1ccco1,.,-1.27,-0.45
CCOC(=O)c1cccnc1SCC(=O)NCc1ccccc1,.,1.68,0.52
CCOC(=O)c1ccccc1NS(=O)(=O)c1ccccc1,-192.3,-0.19,0.15
FC(F)(F)C1=CC(c2ccccc2)=NCCN1,-62.2,0.43,-0.55
CCN1CCN(C(=O)C2CCN(Cc3cc(Cl)ccc3O)CC2)CC1,-9.1,-0.65,-1.13
CCS(=O)(=O)c1ccc2oc(SCC(=O)N3c4ccccc4CC3C)nc2c1 (stereo unspecified),-457.1,-0.48,-1.1
Cc1cccc(C)c1NC(=S)N1CCCN(C)CC1,-15.4,.,.
CC1CCCCN1Cc1nc2ccccc2c(=O)[nH]1 (stereo unspecified),-14.3,0.17,-0.44
Cc1ccc(NC(=O)COC(=O)CCc2c[nH]c(=O)[nH]2)cc1,54.5,0.61,0.27
CCNC(=S)N1CCN(c2ncccn2)CC1,23.1,-0.03,-0.8
CC(C)(C)NS(=O)(=O)c1cccc(S(=O)(=O)c2cccc(S(=O)(=O)NC(C)(C)C)c2)c1,.,0.62[7 µM],0.36
O=C(Nn1cnnc1)C1CCCN1S(=O)(=O)c1ccc(F)cc1 (stereo unspecified),47.4,1.34,1.1
COC(=O)c1cn(-c2ccccc2)c(C)c1C(=O)OC,i,-0.02,-0.3
CC(C)N(CC(N)=O)C(=O)Cc1coc2cc3c(cc12)CCC3,.,0.26,-0.24
O=C(c1cc(-c2cccs2)on1)N1CCN(c2ccccc2)CC1,.,-1.46,-1.47
Cc1cc(C(=O)Nc2sc3c(c2C#N)CCC(C(C)(C)C)C3)no1 (stereo unspecified),.,-1.33,-0.92
CC(C)c1ccccc1NC(=S)NC1CCCCC1,29.4,.,.
CC1CCc2nc3ccccc3c(C(=O)OCC(=O)N3CCc4ccccc43)c2C1 (stereo unspecified),-23.3,-0.45,0.14
COc1c(Cl)cc(C(=O)Nc2ccc(Cl)cn2)cc1Cl,-25.0,-2.19,-1.64
COC(=O)/C(=N/Nc1ccccc1C)Sc1nnc(C(O)c2ccccc2)n1-c1ccccc1 (stereo unspecified),.,-0.27,-0.66
CCn1c(Cc2ccccc2)nnc1SCC(=O)Nc1nccs1,-80.0,0.1,-0.49
Cc1ccc(OCCCSc2ncccn2)cc1C,-193.1,0.67,0.92
O=C(CN1CCN(c2ccc(F)cc2)CC1)Nc1cccnc1Cl,31.6,.,.
Cc1ccc(-n2ncc(-c3nnc(SCC(=O)NC4CCCC4)o3)c2N)cc1C,8.7,0.19,0.54
O=C(CCN1CCN(CC(=O)Nc2ccccc2F)CC1)Nc1ccccc1F,-104.7,0.67,0.88
CCOc1ccc(NC2=C(Cl)C(=O)N(C3CCCCC3)C2=O)cc1,-40.0,0.07,0.4
Cc1cc(OC2CCCCC2)nc(-c2ccccc2O)n1,61.5,-0.63,-0.41
CC(=O)Nc1c(S(=O)(=O)c2ccccc2)c2nc3ccccc3nc2n1Cc1ccccc1,-113.3,0.09,0.59
COc1ccc(C(c2nnnn2Cc2cccs2)N2CCN(c3ccccc3F)CC2)cc1 (stereo unspecified),.,-0.84,-0.18
Cc1nc2c(C(=O)NCc3ccccc3Cl)c[nH]n2c(=O)c1Cl,6.8,0.82,-0.08
Cc1ccc2occ(CN3CCN(Cc4ccccc4)CC3)c(=O)c2c1,-16.7,-0.13,-0.89
Cc1ccc(CNc2nc3ccccc3n3cnnc23)cc1,.,-0.55,-0.45
C1=CC2CC1CC2CN1CCN(Cc2ccccc2)CC1 (stereo unspecified),.,0.31,0.17
CC(C)c1ccc2occ(-c3nn[nH]n3)c(=O)c2c1,36.4,0,-0.98
CCCCN1C(=O)/C(=C/C=C2\N(C)c3ccccc3C2(C)C)SC1=S,.,-0.13,0.06
CCN(CC(=O)NC1CCCCC1)S(=O)(=O)c1ccc(Cl)cc1,50.0,0.28,0.13
CSCC[C@H](NC(=O)CCn1nnc2ccccc2c1=O)C(=O)O,-150.0,0.22,-1.06

# Given with the structure last: 2 of the compounds above.
Insulin prom inh | sdo1 growth | sdo1 growth Rescue 24 h | Molecule
-40.0 | 0.07 | 0.4 | CCOc1ccc(NC2=C(Cl)C(=O)N(C3CCCCC3)C2=O)cc1
61.5 | -0.63 | -0.41 | Cc1cc(OC2CCCCC2)nc(-c2ccccc2O)n1

# (list continues)
structure,Insulin prom inh,sdo1 growth,sdo1 growth Rescue 24 h
O=C(CSc1ccccc1)Nc1ccc(N2CCN(c3ccccc3)CC2)c(F)c1,.,1.44,0.66
Cc1ccc(C)n1NC(=O)c1ccc(O)cc1,25.0,-0.39,0.03
CCOC(=O)N1CCN(C(=O)CSCC(=O)Nc2nc(-c3ccccc3)cs2)CC1,0.0,-0.78,-0.84
CN(C)c1ccc(C(=O)OCC(=O)c2cccs2)cc1,37.5,-0.01,0.22
Cc1ccccc1N1CCN(C(=O)C2CCCCC2)CC1,-15.2,-0.89,-0.19
Cc1cc(=O)oc2c1ccc1oc(/C(=N/O)c3ccccc3)c(C)c12,-208.3,-0.41,0.28
O=C(NCc1cccnc1)C1CCN(C(=O)c2ccc(Cl)cc2Cl)CC1,31.4,-0.66,-1.34
CCCCCCOc1ccc(N2C(=O)CC(SC(=NCC)NCC)C2=O)cc1 (stereo unspecified),-35.7,.,.
Cc1n[nH]c(C)c1CCCCOc1ccccc1,-140.0,.,.
O=C(CSc1nc2cc3ccccc3cc2[nH]1)Nc1ccc(F)cc1,-32.1,-1.75,-0.6
COC(=O)c1c(S(N)(=O)=O)c2ccccc2n1C,6.2,-0.98,-1.52
CCOc1nc(N2CCOCC2)nc(N2CCOCC2)n1,58.8,.,.

# Ordered by the number under sdo1 growth Rescue 24 h (low to high): some entries from above
Compound	sdo1 growth Rescue 24 h
O=C(NCc1cccnc1)C1CCN(C(=O)c2ccc(Cl)cc2Cl)CC1	-1.34
O=C(CSc1nc2cc3ccccc3cc2[nH]1)Nc1ccc(F)cc1	-0.6
CC(C)(C)NS(=O)(=O)c1cccc(S(=O)(=O)c2cccc(S(=O)(=O)NC(C)(C)C)c2)c1	0.36

# Remaining list, next part.
structure,Insulin prom inh,sdo1 growth,sdo1 growth Rescue 24 h
Cc1cccc(-c2noc(CCC(=O)NCC3CCCO3)n2)c1 (stereo unspecified),7.0,1.51,0.54
CC1CCCC(C)N1C(=O)CSc1nnc(COc2cccc3cccnc23)o1 (stereo unspecified),-85.7,.,.
CC(C)(C)NC(=O)CSc1ncnc2c1nnn2Cc1ccccc1Cl,10.0,-0.23,0.7
NCCc1nnc(SCc2ccccc2F)o1,.,-0.22,-0.89
Cc1ccccc1NC(=O)Cc1ccccc1,-19.1,0.47,0.09
CCOC(=O)C1CCCN(c2c(NCCN(CC)c3ccccc3)c(=O)c2=O)C1 (stereo unspecified),.,0.62,0.49
Cc1ccc(Nc2ncccc2C(=O)O)cc1C,-31.2,-0.07,-1.1
CCN(CC)CCNc1nc2cc(OC)c(OC)cc2c2nc(-c3ccccc3)nn12,-12.5,-0.05,-0.52
Cc1cccc(NC(=S)Nc2ccc(N3CCOCC3)cc2)c1C,.,1.02,1.31
CN(c1ccccc1C(=O)NCC1CCCO1)S(C)(=O)=O (stereo unspecified),51.5,0.56,0.13
COc1ccc(NC(=O)Cn2nnc(-c3ccccc3NC(=O)c3ccco3)n2)cc1,21.4,-0.47,0.37
O=C(NCN1C(=O)C2C3C=CC(C3)C2C1=O)Nc1ccccn1 (stereo unspecified),28.6,1.18,0.77
COc1ccccc1[C@@H]1C(c2cccc(Cl)c2)=NN(c2ccc(Br)cc2)[C@H]1C(=O)N1CCOC1=O,31.8,-1.18,-0.56
Clc1ccc2c(c1)C(C1=NCCN1)c1ccccc1CS2 (stereo unspecified),-61.5,0.53,0.37
Cc1c(NS(=O)(=O)c2ccc(N3CCN(C)CC3)c([N+](=O)[O-])c2)c(=O)n(-c2ccccc2)n1C,15.8,.,.
Cc1ccc(NC(=O)CSc2ncc3ccccn23)cc1C,0.0,.,.
CCCCC(=O)Nc1cccc(NC(=O)c2ccc(Br)cc2)c1,20.0,-0.4,-0.59
Cc1c(NC(=O)C(C)OC(=O)COc2cccc3c2OC(C)(C)C3)c(=O)n(-c2ccccc2)n1C (stereo unspecified),-38.9,1.23,0.55
Cc1onc(-c2ccccc2Cl)c1C(=O)NCC(=O)O,6.2,-0.22,-1.09
Cc1cc(C(=O)N/N=C/C=C/c2ccc3c(c2)OCO3)n[nH]1,3.3,-0.37,-0.8
O=C(CCCOc1ccccc1)Nc1cccc(C(=O)O)c1,-14.3,1.89,2.29
CCOC(=O)NC(Nc1ccc(C)cn1)(C(F)(F)F)C(F)(F)F,.,0.15,0.1
Cc1nn(-c2ccccn2)c2c1C(c1ccccn1)C1=C(CCCC1=O)N2 (stereo unspecified),-39.0,-0.23,-0.45
CC1(C)CCCC2=C1CC1C(=O)N(O)C(=O)C1C2 (stereo unspecified),-36.4,-0.18,-0.88
COCCNC(=O)Nc1ccc2c(c1)N(C)C(=O)CS2,65.2,1.15,1.11
O=C(Nc1ccc(C(F)(F)F)cc1Cl)c1ccc(Cn2cc(Br)cn2)o1,45.5,-1.53,-1.28
O=C(N/C(=C/C=C/c1ccccc1)C(=O)N1CCOCC1)c1ccccc1Cl,0.0,.,.
O=C(c1ccco1)N1CCN(C(=O)C2CCCN(S(=O)(=O)c3cccc4nsnc34)C2)CC1 (stereo unspecified),-28.8,-0.23,-0.22
Cc1cc(C)n(S(=O)(=O)c2cc(C(=O)O)c(Cl)cc2Cl)n1,37.5,.,.
Cc1ccc(-c2nc3cnccn3c2Nc2ccc3c(c2)OCO3)o1,.,0.2,0.12
Cc1ccc(C(C)C)c(OCC(O)CN2CCOCC2)c1 (stereo unspecified),-16.7,-0.99,-1.32
C=CCNC(=O)NS(=O)(=O)c1ccc(C)cc1,60.6,0.94,1.39
CCCCN(C(=O)/C=C/c1ccco1)c1c(N)n(Cc2ccccc2)c(=O)[nH]c1=O,28.6,.,.
COc1ccc(C2=NCC(CSc3nnc(-c4ccc5c(c4)OCO5)o3)S2)cc1 (stereo unspecified),33.3,-1.19,-0.68
COC(=O)c1sc2nc[nH]c(=O)c2c1C,.,-0.18,-0.95
N#Cc1nc(COc2ccccc2F)oc1N1CCCCCC1,-181.8,-0.88,-0.86
